# Screening results deposited in PubChem BioAssay by National Center for Advancing Translational Sciences (NCATS).
# FEN1 inhibitor – human FEN1 inhibition. hit rate 0.35% among 390,000. P39748. Recombinant FEN1 flap cleavage, fluorescence, 15 min. Potency, µM (titrated, usually from 114 µM), without a hit: top-dose activity change, negative = inhibition, hits mostly inhibitors; further: nearly all actives have a fitted effect of over 65% in size
# Target sequence (P39748 whole entry, looked up): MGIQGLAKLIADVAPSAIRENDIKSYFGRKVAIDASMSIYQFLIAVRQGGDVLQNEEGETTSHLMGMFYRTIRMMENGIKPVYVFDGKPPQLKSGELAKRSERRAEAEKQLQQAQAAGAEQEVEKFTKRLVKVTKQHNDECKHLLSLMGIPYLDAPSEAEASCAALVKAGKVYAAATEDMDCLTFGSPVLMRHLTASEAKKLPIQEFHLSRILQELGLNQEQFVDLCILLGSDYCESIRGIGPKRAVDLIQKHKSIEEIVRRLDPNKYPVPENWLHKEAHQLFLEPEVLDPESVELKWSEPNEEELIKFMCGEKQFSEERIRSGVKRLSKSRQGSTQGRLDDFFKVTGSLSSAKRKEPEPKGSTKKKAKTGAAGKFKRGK
#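 In this screen, 50 nM flap DNA substrate was added to 10 nM FEN1 pretreated with compound for 15 min at room temperature; cleavage was followed with reads at 0 and 15 min, and Hill fitting gave concentration–response parameters.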
# N370S GC mod – N370S glucocerebrosidase modulation, Gaucher chaperone candidate; P04062; N370S GC spleen homogenate, 4MU-glucoside fluorescence; Potency, µM (top dose mostly 59.4 µM), for the others: at the top dose activity change, negative = inhibition, actives largely listed as inhibitors; hit rate 0.092% among 330,000; AID 2101;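 further: 0% = full enzyme activity and -100% = no enzyme basal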
# TDP1 inh – blocks human tyrosyl-DNA phosphodiesterase 1; Potency, µM (titrated, usually from 130 µM), without a hit: at the highest dose activity change, negative = inhibition, most hits filed as inhibitors; hit rate 0.28% among 350,000; Q9NUW8; recombinant TDP1, AlphaScreen DNA substrate cleavage; further: nearly all actives have a fitted effect of over 40% in size
# Target sequence (Q9NUW8 whole entry, looked up): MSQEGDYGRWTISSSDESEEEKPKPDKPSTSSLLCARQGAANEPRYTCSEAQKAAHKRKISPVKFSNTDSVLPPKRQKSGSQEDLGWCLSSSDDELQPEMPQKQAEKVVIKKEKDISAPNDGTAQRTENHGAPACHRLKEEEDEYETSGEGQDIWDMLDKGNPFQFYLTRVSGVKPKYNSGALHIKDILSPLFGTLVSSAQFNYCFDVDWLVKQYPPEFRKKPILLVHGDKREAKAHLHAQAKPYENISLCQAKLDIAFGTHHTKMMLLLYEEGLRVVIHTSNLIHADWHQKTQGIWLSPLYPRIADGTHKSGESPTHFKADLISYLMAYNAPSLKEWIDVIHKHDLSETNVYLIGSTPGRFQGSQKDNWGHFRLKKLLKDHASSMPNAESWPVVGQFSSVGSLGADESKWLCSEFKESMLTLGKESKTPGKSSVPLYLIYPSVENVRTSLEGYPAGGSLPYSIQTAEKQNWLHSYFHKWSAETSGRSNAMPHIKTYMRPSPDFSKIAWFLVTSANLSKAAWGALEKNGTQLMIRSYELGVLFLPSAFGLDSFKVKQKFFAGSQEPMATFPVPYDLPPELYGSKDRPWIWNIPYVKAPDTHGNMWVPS
#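 Steps: enzyme plus compound, 15 min RT; add biotin/phosphotyrosine-FITC oligonucleotide (15 nM final), react 5 min; add donor/acceptor beads (10 ug/ml final), 10 min; read AlphaScreen. Tdp1 at 1 nM final.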
# An asterisk follows results filed as active; ? = inconclusive; nt = no result given; & = joins results of further samples; [ ] = another dose, or the depositor's remark. The call rests on the fitted dose curve; in most records, active means well fitted curve in the direction sought with a large enough effect; inconclusive means small, poorly fitted or top-dose-only effect, or another doubt; inactive means no such curve, though single readings can be large; an effect the other way counts as inactive or inconclusive. Unless noted, on the % scale 0 is the no-effect control and ±100 the full control effect; potency means the concentration at half of the fitted maximal effect.
SMILES,FEN1 inhibitor,N370S GC mod,TDP1 inh
COCCn1c(-c2cccc(Br)c2)nc2c(c(=O)c3ccccc3n2C)c1=O,12%,5%,5%
CC1CCCC(NC(=S)NC(=O)c2cncc(Br)c2)C1C (stereo unspecified),-8%,14%,3%
C=CCn1c(SCC(=O)c2c(N)n(C)c(=O)n(C)c2=O)nnc1-c1ccncc1,1%,-8%,0%
Cc1ccc(Cl)cc1NC(=S)N(CCN(C)C)Cc1cccs1,?,-4%,1%
CCOc1cc(CN2CCCC(C(=O)c3cccc(C(F)(F)F)c3)C2)ccc1O (stereo unspecified),-6%,10%,5%
O=C(O)C(=O)/C(=C\c1cccc2ccccc12)c1ccc2ccccc2n1,-13%,?,2%
CCCNC(=O)Cn1nc([N+](=O)[O-])c([N+](=O)[O-])c1C,2%,9%,1%
O=C(COC(=O)CCc1ccc(S(=O)(=O)N2CCOCC2)cc1)NCc1ccc(Cl)cc1,0%,-3%,0%
Cc1nn(CC(=O)Nc2ccc(S(N)(=O)=O)cc2)c(=O)c2ccccc12,0%,-2%,nt
CCCc1nc(N2CCN(C)CC2)c2sc(=S)n(-c3ccccc3)c2n1,20%,-1%,2%
CN(C(=O)c1ccccc1C(=O)OCC(=O)Nc1ccccc1)c1ccccc1,-8%,nt,3%
Cc1cccc(C)c1-n1nnnc1C1(Nc2ccccc2)CCCCC1,3%,9%,1%
CCCn1c(=O)c(C(=O)Nc2c(C)n(C)n(-c3ccccc3)c2=O)c(O)c2ccccc21,2%,2%,5%
COc1cccc(C(=O)COC(=O)COc2c(C)cc(C)cc2C)c1,-16%,nt,-9%
O=C(NC1CCCCC1)N1CCN(Cc2ccco2)CC1,6%,-24%,0%
CNC(=O)N1c2ccccc2NC(=O)CC1C (stereo unspecified),-3%,16%,2%
O=C(Cn1c(=O)oc2ccccc21)N1CCN(S(=O)(=O)c2ccccc2)CC1,-1%,nt,-1%
CC(=O)c1c(C)cc(C)c(CSc2ccccn2)c1C,2%,-10%,-11%
O=C(CCSc1nnc(-c2ccncc2)o1)Nc1cccc(Cl)c1,0%,6%,9%
Cc1cc(C)cc(NC(=O)CCNC(=O)c2ccc([N+](=O)[O-])cc2)c1,2%,4%,nt
CC(=O)OCC1(C)CN(c2ccccc2)N(C(=O)c2ccc(C(C)(C)C)cc2)C1=O (stereo unspecified),-1%,-12%,2%
CN1CCN(C(=O)CCCN2C(=O)/C(=C/c3ccc(Cl)cc3)SC2=S)CC1,-17%,nt,6%
COC(=O)c1[nH]c2ccccc2c1NC(=O)CN1CCN(C(=O)c2ccco2)CC1,12%,-1%,3%
CCOC(=O)c1c([N+](=O)[O-])c(C)[nH]c(=O)c1C#N,-11%,-3%,-14%
CCCn1c(SCC(=O)Nc2nc3ccccc3s2)nc2c1c(=O)n(C)c(=O)n2C,3%,5%,5%
Cc1cccc(C(=O)OCC(=O)NCCCc2ccccc2)c1,-2%,-4%,5%
Cc1cc(C(=O)N/N=C/c2ccc(-c3ccc([N+](=O)[O-])cc3C)o2)n[nH]1,-8%,5%,-5%
Cc1csc(NC(=O)CSc2ccc([N+](=O)[O-])cn2)n1,20%,-3%,6%
COc1cccc(C(c2sc3nc(C)nn3c2O)N2CCC3(CC2)OCCO3)c1 (stereo unspecified),-4%,0%,0%
CCOc1ccc(NC(=O)CSc2nnc(CNC(=O)c3cccs3)o2)cc1,-8%,-7%,-1%
O=S(=O)(c1ccc2c(c1)nc1n2CCC1)N1CCOCC1,9%,-21%,3%
Cn1c(=O)c2c(ncn2Cc2ccccc2)n(C)c1=O,7%,0%,2%
O=C(Cc1ccc(Br)cc1)NCc1ccccc1,8%,-4%,nt
CCCS(=O)(=O)N1CCC(C(=O)NCCc2ccc(C)cc2)CC1,8%,-3%,-3%
O=C1CC[C@@H](O)CCN1CC[C@H](Sc1ccc(Br)cc1)c1ccccc1,6%&5%,nt,1%
O=C(NCc1ccccc1Cl)C1CCCN(C(=O)c2cnn(-c3ccccc3)c2-n2cccc2)C1 (stereo unspecified),-13%,nt,5%
N#C/C(=C\c1ccc(OCc2ccccc2)cc1)C(=O)Nc1nc2c(s1)CCN(Cc1ccccc1)C2,15%,-6%,3%
CCOc1ccc(-n2c(SCC(=O)N3CCCC3)nc3c([nH]c4ccccc43)c2=O)cc1,-4%,nt,2%
CNC[C@H](Cc1ccccc1)NC[C@@H](Cc1cccc2ccccc12)NCCc1ccc(C)cc1,-17%,-25%,nt
CS(=O)(=O)N1CCN(c2ccccc2NC(=O)Cc2ccccc2)CC1,0%,5%,0%
O=C(CSC1=Nc2ccccc2C2=NC(c3ccccc3)C(=O)N12)NC1CCCCC1 (stereo unspecified),-2%,10%,-2%
COc1ccc(C(=O)NCC(c2ccco2)S(=O)(=O)c2cccs2)cc1 (stereo unspecified),-12%,nt,-3%
N#Cc1ccc(C(=O)OCC(=O)N2CCCCCC2)cc1,1%,3%,-2%[0.505 µM]
COc1ccc(NC(=O)CNC(=O)c2ccco2)cc1,0%,1%,4%
CC(=O)Nc1cccc(C(=O)OCC(=O)NCc2cc(C)c(O)c(C)c2)c1,4%,-5%,nt
O=C(COC(=O)COc1cccc(F)c1)NCC1CCCCC1,9%,nt,0%
CCC(=O)NCC(c1ccc2c(c1)OCO2)N1CCN(c2ccccc2)CC1 (stereo unspecified),10%,nt,5%
N#Cc1nc(COc2ccc(Cl)cc2)oc1N1CCN(Cc2ccccc2)CC1,0%,4%,7%
CC(=O)c1cccc(NC(=O)CC2SC(N3CCCCC3)=NC2=O)c1 (stereo unspecified),-7%,-12%,-4%
COc1cccc(CN2CC(C(=O)NC3CCC(O)CC3)CCC2=O)c1 (stereo unspecified),-9%,-21%,3%[56.1 µM]
COC(=O)[C@@]12CCCCN1[C@H](c1ccc(-c3ccc(C(C)=O)cc3)cc1)[C@@H]1C(=O)N(C)C(=O)[C@@H]12,-20%,-23%,2%
CC(=O)Nc1ccc(OS(=O)(=O)O)cc1,nt,-12%,2%
O=c1c2sccc2n(Cc2cccc(F)c2)c(=O)n1-c1ccc(F)cc1,1%,9%,0%
Cc1ccc(-c2ccc([C@H]3[C@H]4C=CC[C@@H](C)[C@@H]4C(=O)N3Cc3ccccc3)c(F)c2)cc1,-3%,7%,0%
Cc1ccc(Cl)cc1N1CCN(C(=O)c2cn(C)c3ccc(S(=O)(=O)N4CCCCC4)cc3c2=O)CC1,-11%,nt,-2%
CC(C)Oc1ccc(/C(O)=C2/C(=O)C(=O)N(CCN3CCOCC3)C2c2ccccc2)cc1 (stereo unspecified),-3%,-4%,7%
C=CCC[C@H](Cc1ccc(F)cc1)C(=O)OC[C@H](Cc1c[nH]c2ccccc12)NC(=O)[C@@H](CC=C)CC(=O)NCCO,-1%,nt,3%
CCn1c(N2CCN(C(=S)Nc3ccc(OC)cc3)CC2)nc2ccccc21,15%,2%,6%
COc1ccccc1/C=C/C=N/n1c(-c2ccc(Cl)cc2)n[nH]c1=S,3%,-25%,8%
Cc1cc2cc(CCNC(=O)c3cccc([N+](=O)[O-])c3)c(=O)[nH]c2cc1C,-12%,5%,3%

# Pulled by compound from the list above:
SMILES,FEN1 inhibitor,N370S GC mod,TDP1 inh
Cc1cccc(C)c1-n1nnnc1C1(Nc2ccccc2)CCCCC1,3%,9%,1%
CC(=O)Nc1cccc(C(=O)OCC(=O)NCc2cc(C)c(O)c(C)c2)c1,4%,-5%,nt

# Continued:
SMILES,FEN1 inhibitor,N370S GC mod,TDP1 inh
CC(=O)Nc1cccc(-n2nnc(SCC(=O)Nc3ccccc3)n2)c1,3%,-9%,-5%
Cc1ccccc1-c1ccc(/C=C2/SC(N3CCOCC3)=NC2=O)o1,-4%,21%,nt
CCOc1ccc(NS(=O)(=O)c2ccc3[nH]cc(C(=O)NCCc4ccccc4)c(=O)c3c2)cc1,8%,nt,2%
CC(C)CCC(O)(CCC(C)C)C(=O)NNc1ccccc1,-8%,29%,1%
O=C(Nc1nc2ccc([N+](=O)[O-])cc2s1)c1ccco1,nt,-1%,9%
CCN1CCN(C(=O)Nc2ccc(Cc3ccc(NC(=O)N4CCN(CC)CC4)cc3)cc2)CC1,-5%,-10%[2.35 µM],3%
COCCN1C(=O)CC(NNC(=O)c2ccc(S(=O)(=O)N3CCCC3)cc2)C1=O (stereo unspecified),3%,-1%,-2%
CCOc1ccc(CC(=O)NCc2ccc3c(c2)cc(C)n3C)cc1,-2%,-8%,2%
O=C(CNC(=O)c1sc2ccccc2c1Cl)NC1CC1,18%,3%,4%
COc1ccc(/C=N/NC(=O)c2ccc(N(C)S(=O)(=O)c3ccccc3)cc2)cc1,-5%,-14%,7%
COc1ccccc1NC(=O)COC(=O)C1C2CC3OC(=O)C1C3C2 (stereo unspecified),13%,-4%,1%[0.0935 µM]
Fc1ccc2[nH]c3c(N4CCN(C5CCCCC5)CC4)ncnc3c2c1,nt,-6%,1%
CC(=O)NC(Cc1ccccc1)C(=O)OCC(=O)c1ccccc1 (stereo unspecified),2%,-14%,5%
O=C(COC(=O)/C=C/c1cccc(Cl)c1)NC1CCCC1,6%,nt,2%
Cc1cccc(-c2nc(SCc3cc(=O)c4cccc(F)c4[nH]3)n[nH]2)c1,19%,nt,0%
Cc1ccn2c(=O)c(NC(=O)COc3ccccc3)c(C)nc2c1,0%,-5%,nt
CCCCNc1cc(=O)n(C)c(=O)n1C,-11%,6%,-10%
CC(=O)NC1=C(C#N)C(c2ccccc2)c2c(ccc3ccccc23)O1 (stereo unspecified),-15%,nt,6%
CCCn1c(-c2ccc(F)cc2)nc2c(NC3CCN(Cc4ccccc4)C3)nc(C)nc21 (stereo unspecified),nt,-25%,19%
COC(=O)c1ccc(/C=C2/SC(=S)N(CCC(=O)N3CCOCC3)C2=O)cc1,12%,0%,nt

# Whole records, looked up by structure. Order of values: FEN1 inhibitor	N370S GC mod	TDP1 inh
# CCC(=O)NCC(c1ccc2c(c1)OCO2)N1CCN(c2ccccc2)CC1 (stereo unspecified) as listed: 10%	nt	5%
# CC(=O)NC1=C(C#N)C(c2ccccc2)c2c(ccc3ccccc23)O1 (stereo unspecified) as listed: -15%	nt	6%
# CNC(=O)N1c2ccccc2NC(=O)CC1C (stereo unspecified) as listed: -3%	16%	2%

# Next section:
SMILES,FEN1 inhibitor,N370S GC mod,TDP1 inh
Cc1ccc(C2CC(c3cccs3)=NN2C(=O)CSc2nc(=O)n3ccc(C)cc3n2)cc1 (stereo unspecified),nt,-1%,-4%
Clc1ccc2nc(-c3cccs3)c(Nc3ccc4c(c3)OCCO4)n2c1,16%,nt,2%
Cc1ccc(O)c(NC(=O)c2cc(-c3ccccc3Cl)on2)c1,4%,1%,nt
Cc1nn(-c2ccccc2)c(C)c1NC(=O)COC(=O)[C@@H](NC(=O)c1ccccc1)C(C)C,3%,0%,3%
CCOC(=O)c1c(C)n(CC(O)CN(C)C)c2cc(Br)c(OC)cc12 (stereo unspecified),?,15%,-7%
Cc1nn(-c2ccccc2)c2nc(C3CC3)cc(C(=O)Nc3ccccc3F)c12,-3%,nt,5%
Cc1ccc(C(=O)NC(=S)NCC2CCCO2)cc1 (stereo unspecified),-4%,8%,-2%
Cc1c(C(=O)Nc2ccc(S(=O)(=O)Nc3ncccn3)cc2)oc2ccc(F)cc12,-5%,3%,1%
CCOc1c(CNCCCSc2nc(C)cc(C)n2)cccc1OC,-3%,-4%,nt
O=C(N/N=C(\c1ccccc1)c1cccnc1)c1ccc(O)cc1,15%,2%,6%[56.1 µM]
NS(=O)(=O)c1ccc(NC(=O)COC(=O)CC2Sc3ccccc3NC2=O)cc1 (stereo unspecified),-12%,nt,3%
O=C(COC(=O)C1CCN(S(=O)(=O)c2ccccc2C(F)(F)F)CC1)NCc1ccc(F)cc1,0%,-1%,-7%
CC(=O)c1ccc(N2CCN(C(=O)c3cc4ccc5cccnc5c4[nH]3)CC2)cc1,-23%,nt,4%
Cc1ccc(S(=O)(=O)N2CCC(C(=O)NCCCN3CCCC3=O)CC2)cc1C,-2%,-1%,2%
Cc1ccc(S(=O)(=O)NC(=O)COc2ccccc2C(N)=O)cc1,0%,8%,-2%
CCOC(=O)CSc1ncccn1,0%,3%,0%
CC1CCN(c2ccc([N+](=O)[O-])c(SCCO)c2)CC1,-25%,-7%,nt
O=C(Nc1ccc(F)cc1)C1CCCO1 (stereo unspecified),-1%,1%,0%
CCCn1c2ccc(C)cc2c2nnc(SCCN3CCOCC3)nc21,11%,-12%,nt
CCCc1c(C)c2cc(C)ccc2[nH]c1=O,0%,28%,4%

# Four entries from above, sorted by the number in FEN1 inhibitor, rising:
SMILES,FEN1 inhibitor,N370S GC mod,TDP1 inh
CC(=O)c1ccc(N2CCN(C(=O)c3cc4ccc5cccnc5c4[nH]3)CC2)cc1,-23%,nt,4%
NS(=O)(=O)c1ccc(NC(=O)COC(=O)CC2Sc3ccccc3NC2=O)cc1 (stereo unspecified),-12%,nt,3%
Cc1nn(-c2ccccc2)c2nc(C3CC3)cc(C(=O)Nc3ccccc3F)c12,-3%,nt,5%
CCCn1c2ccc(C)cc2c2nnc(SCCN3CCOCC3)nc21,11%,-12%,nt
